Assay outcomes: PubChem BioAssay, Broad Institute
esBAF inh: SWI/SNF esBAF complex inhibition. mouse ES cells, Bmi1-luciferase knock-in reporter, 24 h; 100% = twice the neutral-well signal. reporter increase, % at 12.5 µM. 2% of 350,000 active; in the data active = activation above about 40%;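 also: 0% = median of the plate's neutral control wells and 100% = double that signal; a rise in the Bmi1 reporter signal indicates esBAF inhibition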
S100A4 inh HTS: inhibitors of human S100A4 binding to myosin IIA peptide. P26447. S100A4/TAMRA-MyoIIA peptide fluorescence polarization. inhibition, % at 10.7 µM. 0.14% of 360,000 active. AID 652163;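 active = mean inhibition of at least 70% across replicates, with every replicate also reaching that level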
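Assay system: human S100A4 monomer with TAMRA-labelled myosin IIA peptide / Buffer or medium: Calcium-containing HEPES buffer, pH 7.2 / Reagent: TAMRA-labelled myosin IIA heavy-chain peptide probe, 5 nM / Compound: one dose per compound / Timing: polarization read 5 min after assay mix addition, stable 5–60 min / Benchmarks: neutral control DMSO, positive control TFP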
RAD52 anneal inh: RAD52 (human) annealing inhibition; inhibition, % at 18.7 µM; 0.46% of 360,000 active; recombinant RAD52 DNA annealing, FRET fluorescence; P43351;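 active = every replicate showing at least 50% inhibition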
Target sequence (P43351 whole entry, looked up): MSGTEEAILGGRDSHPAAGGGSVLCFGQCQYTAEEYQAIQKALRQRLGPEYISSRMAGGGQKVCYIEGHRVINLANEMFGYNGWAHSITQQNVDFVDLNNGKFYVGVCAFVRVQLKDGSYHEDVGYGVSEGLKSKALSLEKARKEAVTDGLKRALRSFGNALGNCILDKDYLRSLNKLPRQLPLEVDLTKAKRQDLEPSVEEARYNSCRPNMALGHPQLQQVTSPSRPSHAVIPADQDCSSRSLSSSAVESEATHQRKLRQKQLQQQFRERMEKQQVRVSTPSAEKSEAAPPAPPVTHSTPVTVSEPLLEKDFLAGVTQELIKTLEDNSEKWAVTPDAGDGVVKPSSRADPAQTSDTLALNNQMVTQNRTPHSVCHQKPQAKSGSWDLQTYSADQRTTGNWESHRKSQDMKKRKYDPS
EWS-Fli inh: inhibitors of EWS/Fli oncoprotein transcriptional activity; A673 NR0B1-luciferase reporter, viability-normalised; inhibition, % at 12.6 µM; 0.67% of 350,000 active; AID 651661;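 active = mean inhibition of at least 50% after viability correction, with every replicate also passing that limit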;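 also: firefly luciferase signal divided by Alamar Blue viability fluorescence both relative to DMSO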
Xi reactivation: activators of X-chromosome reactivation in mouse fibroblasts | XiGFP mouse fibroblasts, % GFP-positive cells imaging, 3 d; cells co-treated with 5-aza-dC sensitizer; scaled so ellipticine positive control = 100% | activation, % at 7.58 µM | 0.055% of 360,000 active | AID 743238;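 active = mean normalized replicate activation at least 10% and every replicate at or above 10%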;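 also: 0% = median of on-plate neutral control wells and 100% = ellipticine 6 µM median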
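System: XiGFP fibroblasts, SV40-immortalized. Medium: DMEM plus 5-aza-dC sensitizer. Doses: single point. Timing: 3 d treatment, 15 min room-temperature fixation. Control set: ellipticine 6 µM.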
FN deposition inh: fibronectin deposition inhibition | 0.086% of 350,000 active | inhibition, % at 12.6 µM | AH1F fibroblasts, Alexa488-fibronectin deposition fluorescence, overnight;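 active = mean inhibition across replicates of 30% or more, regardless of how many single replicates reach that level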;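 also: positive control wells lacked labelled fibronectin entirely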
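Measured by – fluorescence 485/525 nm · System – AH1F fibroblast monolayer, labelled fibronectin deposition · Amount – 10000 cells per well · Buffer or medium – serum-reduced DMEM (2% serum) · Doses – single dose, pinned · Also added – fluorescent fibronectin at 24 nM final · Schedule – 1 h cell attachment, overnight exposure to compound and label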
RAD54 inh: RAD54 (human) branch migration inhibition | 0.14% of 360,000 active | inhibition, % at 10.4 µM | AID 602329 | RAD54 Holliday junction branch migration, FAM/BHQ fluorescence;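 active = mean normalized replicate activity at least 40 and at least half of replicates scoring 40 or more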;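 also: 0% = median of neutral control wells and 100% = median of positive control wells; inhibitors cause a drop in the FAM fluorescence signal; in these data hits start at about 50%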
E-selectin induc: induces E-selectin expression in human endothelial cells. HUVEC E-selectin immunofluorescence imaging; normalized: neutral wells 0, TNF-alpha wells 100. activation, % at 7.58 µM. 0.37% of 260,000 active;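 active = mean E-selectin-positive cell signal at least 10% of the positive control, reached in at least 60% of replicates, without over 20% cell loss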;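 also: in these data hits start at about 27%; measured in HUVEC primary endothelial cells; signal is the percent of cells scored E-selectin positive by PE staining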
Target sequence (P16581 whole entry, looked up): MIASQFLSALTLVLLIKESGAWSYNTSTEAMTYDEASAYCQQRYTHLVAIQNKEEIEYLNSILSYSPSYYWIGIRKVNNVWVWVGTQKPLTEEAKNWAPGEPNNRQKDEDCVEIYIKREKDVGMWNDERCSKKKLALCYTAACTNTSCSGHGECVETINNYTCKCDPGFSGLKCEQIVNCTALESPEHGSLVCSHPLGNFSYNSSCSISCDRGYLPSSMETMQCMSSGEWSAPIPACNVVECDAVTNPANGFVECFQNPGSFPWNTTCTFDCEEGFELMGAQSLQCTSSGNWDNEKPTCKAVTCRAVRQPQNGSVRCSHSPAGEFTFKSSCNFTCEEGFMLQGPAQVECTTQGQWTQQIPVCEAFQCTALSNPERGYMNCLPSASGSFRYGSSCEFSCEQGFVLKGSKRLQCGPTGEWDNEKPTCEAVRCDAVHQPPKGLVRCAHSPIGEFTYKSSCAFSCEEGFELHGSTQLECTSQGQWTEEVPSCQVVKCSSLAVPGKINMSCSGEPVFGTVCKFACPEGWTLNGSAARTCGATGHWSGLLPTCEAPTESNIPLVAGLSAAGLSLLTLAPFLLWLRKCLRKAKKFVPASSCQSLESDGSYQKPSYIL
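Assay system: HUVEC, human umbilical vein endothelial cells / Amount: 3,000 HUVEC/well / Controls: TNF-alpha positive control, DMSO neutral control / Compound dosing: single concentration / Medium: EGM-2 over gelatin coat / Evaluation: percent E-selectin-positive cells / Signal: immunofluorescence imaging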
* hit, by the source's call; . = no result given; & = joins results of further samples.

SMILES | esBAF inh | S100A4 inh HTS | RAD52 anneal inh | EWS-Fli inh | Xi reactivation | FN deposition inh | RAD54 inh | E-selectin induc
C[C@H]1CN([C@@H](C)CO)C(=O)c2cc(-c3ccc(C(=O)N(C)C)cc3)cnc2O[C@H]1CN(C)C(=O)CN(C)C | -3 | 3 | -10 | 3 | 1.7 | . | -2 | -0.1
C[C@@H]1CN([C@@H](C)CO)C(=O)c2cccc(NC(=O)c3nc4ccccc4s3)c2O[C@H]1CN(C)Cc1ccccc1 | -3 | . | . | 2 | -0.5 | . | . | 3.8
C=CCOC(=O)/C(=C\c1ccccc1)NC(=O)c1ccc(C)cc1 | . | 4 | -6 | -56 | 0.1 | 8 | . | .
CC(C)(C)NC(=O)NC(=O)CSc1ncn[nH]1 | . | -3 | -9 | 15 | 0.0 | -4 | . | .
C[C@@H]1CN([C@@H](C)CO)C(=O)c2cc(C3=CCCC3)cnc2O[C@H]1CN(C)C(=O)C1CCOCC1 | 2 | -19 | -1 | -9 | -0.3 | . | -3 | -0.2
NCC[C@H]1CC[C@H](NC(=O)C2CC2)[C@H](CO)O1 | . | 11 | -7 | 4 | 0.2 | -13 | . | -0.2
CO[C@@H]1CN(C)C(=O)c2ccc(NC(C)=O)cc2OC[C@H](C)N(CCc2ccccc2)C[C@H]1C | -3 | 5 | 17 | 16 | -0.1 | -5 | -2 | 0.0
COc1ccc(CCN2CC(C(=O)NC3CCCCC3)CC2=O)cc1OC (configuration not stated) | . | 1 | -12 | 25 | -0.2 | 5 | 2 | .
CO[C@H]1CN(C)C(=O)c2ccc(NS(C)(=O)=O)cc2OC[C@@H](C)N(Cc2cccnc2)C[C@@H]1C | -2 | 8 | -3 | -5 | 0.1 | 8 | -4 | -0.1
CCC(=O)N1[C@@H]2c3ccc(-c4ccccc4)c(=O)n3C[C@H]1[C@H](CO)[C@H]2C(=O)N(C)C | -1 | 5 | -10 | -1 | 0.3 | . | -10 | 0.0
CCOc1ccc(C2(C)NC(=O)N(CCN(C)C)C2=O)cc1 (configuration not stated) | -5 | -16 | -26 | -1 | -0.1 | 1 | -1 | 2.9
CCN(CC)c1ccc(/C=C2/C(=O)ON=C2C)cc1 | . | -3 | -84 | -4 | 0.0 | 1 | . | .
COc1ccc(Cl)cc1NC(=O)c1cc(-c2ccco2)on1 | . | -5 | -19 | 6 | -0.1 | 0 | -7 | -0.3
CCN(CC)S(=O)(=O)c1ccc(C)c(NC(=S)N2CCN(C/C=C/c3ccccc3)CC2)c1 | . | -32 | 2 | 16 | -0.2 | 0 | . | -1.8
CN(C)C(CNC(=O)c1cccnc1Sc1ccccc1)c1ccco1 (configuration not stated) | 3 | . | . | . | . | 8 | -2 | 9.2
CCCNC(=O)N1C[C@@H](O)COC[C@@H]2O[C@@H](CC(=O)N3CCN(C)CC3)CC[C@H]21 | 0 | 3 | -2 | -4 | 0.2 | -16 | -3 | 0.0
Cc1cc(=O)[nH]c(N/N=C/c2cccc([N+](=O)[O-])c2)n1 | . | 1 | -14 | -2 | -0.1 | 0 | . | .
O=C(NC(=S)Nc1ccc(S(=O)(=O)N2CCCC2)cc1)C1CC1 | . | 3 | -33 | 7 | 0.4 | -6 | . | -2.9
CCn1c(SC(C)C(=O)NCC2CCCO2)nc2scc(-c3ccccc3)c2c1=O (configuration not stated) | . | -2 | -11 | 3 | 0.1 | -5 | . | .
Cc1ccc(C(C(=O)NCc2ccccc2)N(C(=O)c2csnn2)C2CC2)cc1 (configuration not stated) | -12 | -2 | -10 | -15 | 0.1 | 3 | -2 | .
O=C(Nc1cccc2ccccc12)N1CCc2ccccc2C1 | 21 | 6 | -11 | . | . | . | -8 | .
CC1CC(C)CN(C(=O)c2cccc3c2-c2ccccc2C3=O)C1 (configuration not stated) | . | 1 | -5 | 4 | 0.0 | -5 | . | 11
Cc1cc(NC(=O)CSCc2nc(-c3cccc(Cl)c3)oc2C)no1 | -8 | -1 | -10 | 3 | 0.0 | -7 | 0 | 0.9
C=CCn1c(=NC(=O)c2cccc(N3C(=O)CCC3=O)c2)sc2cccc(OC)c21 | -5 | -1 | -12 | -7 | 0.8 | -20 | . | 4.3
CC1CCCN(C(=O)CCNC(=O)Cn2cnc3ccccc3c2=O)C1 (configuration not stated) | -4 | 63 | -16 | 2 | 0.2 | -1 | -11 | -0.2

Gathered by group, the compounds so far containing a Cl atom.
SMILES | esBAF inh | S100A4 inh HTS | RAD52 anneal inh | EWS-Fli inh | Xi reactivation | FN deposition inh | RAD54 inh | E-selectin induc
COc1ccc(Cl)cc1NC(=O)c1cc(-c2ccco2)on1 | . | -5 | -19 | 6 | -0.1 | 0 | -7 | -0.3
Cc1cc(NC(=O)CSCc2nc(-c3cccc(Cl)c3)oc2C)no1 | -8 | -1 | -10 | 3 | 0.0 | -7 | 0 | 0.9

(cont.)
SMILES | esBAF inh | S100A4 inh HTS | RAD52 anneal inh | EWS-Fli inh | Xi reactivation | FN deposition inh | RAD54 inh | E-selectin induc
CC1C(C#N)=C(SCC(N)=O)NC2=C1C(=O)CC(C)(C)C2 (configuration not stated) | -6 | 7 | -10 | 3 | 0.0 | . | . | .
CC(=O)Nc1ccc(NC(=O)c2cc(-c3cc(C)cc(C)c3O)n[nH]2)cc1 | 22 | -7 | -5 | -39 | 0.5 | -2 | -15 | .
CNC(=O)C[C@@H]1CC[C@@H]2[C@@H](COc3ccc(NC(=O)C4CCCCC4)cc3C(=O)N2C)O1 | 9 | 5 | 6 | -11 | 0.4 | 0 | -6 | -0.1
COC(=O)[C@H](Cc1c[nH]c2ccccc12)NCc1cccc(B(O)O)c1 | 38 | 3 | -18 | 3 | 0.0 | 16 | 0 | 6.5
Cc1cccc(-c2csc(NC(=O)c3cnccn3)c2C(=O)OC(C)C)c1 | -3 | -5 | -19 | . | . | -6 | -8 | .
COc1cccc(CN2[C@H](CO)[C@@H](c3ccccc3)C23CN(C(=O)C2CCC2)C3)c1 | . | 7 | -3 | 0 | 0.0 | 2 | . | 0.1
CCCCN1CC(COc2ccc(OC)cc2)OCCS1(=O)=O (configuration not stated) | . | 4 | 0 | -9 | 0.0 | -8 | . | 0.4
C[C@H](CO)N1C[C@H](C)[C@@H](CN(C)Cc2cccc(C(=O)O)c2)Oc2ncc(/C=C/c3ccccc3)cc2C1=O | -6 | -1 | 9 | -16 | -0.3 | . | -1 | -0.3
CCOC(=O)C1CCCN(CCC(=O)Nc2ccc(Br)cc2)C1 (configuration not stated) | -5 | -1 | -2 | 10 | -0.1 | 1 | -27 | 0.0
CCONC(=NC)c1nonc1N | -9 | -13 | -5 | -13 | 0.2 | -2 | 3 | -0.6
C/C(CCC1CC(C)(C)OC1=O)=N\NC(N)=S (configuration not stated) | -4 | 0 | 11 | -2 | 0.0 | -1 | . | .
CCC(=O)N[C@H]1CC[C@@H](CCNS(=O)(=O)c2ccc(Cl)cc2)O[C@@H]1CO | 8 | -7 | -3 | 1 | 1.2 | . | 6 | -0.7
Cc1noc(C)c1C(=O)N(C)C[C@H]1OCc2ccccc2-c2c(n(C)c3ccccc23)C(=O)N([C@H](C)CO)C[C@@H]1C | -2 | 0 | -2 | 5 | -0.9 | -1 | 4 | -0.4
COc1cc2c(C#N)c(N3CCCC3)nc(N)c2c(N)n1 | 9 | -3&-5 | 2&-1 | -13&-17 | 0.3&0.4 | 4&9 | -4 | 0.5
CCc1nn(C(CC)C(=O)NCCc2ccc(OC)cc2OC)c(=O)c2cc3occc3n12 (configuration not stated) | -7 | 1 | -25 | . | 0.2 | 0 | -7 | .
CCOc1cc(Br)ccc1S(=O)(=O)N1CC(C)OC(C)C1 (configuration not stated) | 7 | -2 | 7 | 18 | . | . | 1 | .
CC(=O)Oc1ccc(C(=O)NC(C)CCc2ccccc2)cc1 (configuration not stated) | -5 | 2 | 8 | 2 | -0.1 | -3 | 1 | .
Cc1ccc(S(=O)(=O)Nc2cccc3c2O[C@H](CN(C)Cc2ccccc2)[C@H](C)CN([C@@H](C)CO)C3=O)cc1 | . | -43&-1 | 11 | 7&-3 | 0.0&-0.5 | . | . | -0.2&1.3
Cc1ccc(C(=O)CSc2nnc(CNc3ccc(F)cc3)o2)cc1 | . | -4 | 7 | 4 | -0.7 | 8 | . | -0.1
COc1ccc(S(=O)(=O)N2CCC(C(=O)N[C@@H](C)C(=O)NCc3ccccc3OC)CC2)cc1 | -3 | 5 | -4 | 1 | 0.0 | 8 | 10 | .
CN1C(=O)c2cc(NC(=O)NC3CCCC3)ccc2OC[C@@H]2O[C@H](CC(=O)O)CC[C@H]21 | -5 | -4 | -2 | -8 | 0.3 | -4 | 13 | 0.1

Compounds shown so far that contain an NH in an aromatic ring:
SMILES | esBAF inh | S100A4 inh HTS | RAD52 anneal inh | EWS-Fli inh | Xi reactivation | FN deposition inh | RAD54 inh | E-selectin induc
CC(C)(C)NC(=O)NC(=O)CSc1ncn[nH]1 | . | -3 | -9 | 15 | 0.0 | -4 | . | .
Cc1cc(=O)[nH]c(N/N=C/c2cccc([N+](=O)[O-])c2)n1 | . | 1 | -14 | -2 | -0.1 | 0 | . | .
CC(=O)Nc1ccc(NC(=O)c2cc(-c3cc(C)cc(C)c3O)n[nH]2)cc1 | 22 | -7 | -5 | -39 | 0.5 | -2 | -15 | .
COC(=O)[C@H](Cc1c[nH]c2ccccc12)NCc1cccc(B(O)O)c1 | 38 | 3 | -18 | 3 | 0.0 | 16 | 0 | 6.5

Three compounds from above, sorted by length of the SMILES, lowest first:
SMILES | esBAF inh | S100A4 inh HTS | RAD52 anneal inh | EWS-Fli inh | Xi reactivation | FN deposition inh | RAD54 inh | E-selectin induc
CC(=O)Nc1ccc(NC(=O)c2cc(-c3cc(C)cc(C)c3O)n[nH]2)cc1 | 22 | -7 | -5 | -39 | 0.5 | -2 | -15 | .
CCc1nn(C(CC)C(=O)NCCc2ccc(OC)cc2OC)c(=O)c2cc3occc3n12 (configuration not stated) | -7 | 1 | -25 | . | 0.2 | 0 | -7 | .
CN1C(=O)c2cc(NC(=O)NC3CCCC3)ccc2OC[C@@H]2O[C@H](CC(=O)O)CC[C@H]21 | -5 | -4 | -2 | -8 | 0.3 | -4 | 13 | 0.1

The order is random; any-hit rate near 3%.
